DUSP3 inh = blocks human VHR1 dual specificity phosphatase; actives 0.52% (n = 290,000); P51452; AID 1654; recombinant VHR phosphatase, pNPP absorbance; inhibition, % at 13.3 µM; in the data active means inhibition above about 50%; further: some compounds called inactive have numbers as strong as hits
Target sequence (P51452 whole entry, looked up): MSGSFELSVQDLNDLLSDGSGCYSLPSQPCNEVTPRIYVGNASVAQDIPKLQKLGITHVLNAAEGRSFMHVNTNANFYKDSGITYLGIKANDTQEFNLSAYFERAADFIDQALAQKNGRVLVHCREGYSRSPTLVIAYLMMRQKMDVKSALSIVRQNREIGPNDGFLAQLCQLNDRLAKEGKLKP
Anthrax LF prot = anthrax lethal factor protease inhibition | inhibition, % at 10 µM | actives 0.12% (n = 360,000) | P15917 | multiplex microsphere protease cleavage assay, LF; further: plate controls were buffer without enzyme for full effect and enzyme alone for no effect
Target sequence (P15917 whole entry, looked up): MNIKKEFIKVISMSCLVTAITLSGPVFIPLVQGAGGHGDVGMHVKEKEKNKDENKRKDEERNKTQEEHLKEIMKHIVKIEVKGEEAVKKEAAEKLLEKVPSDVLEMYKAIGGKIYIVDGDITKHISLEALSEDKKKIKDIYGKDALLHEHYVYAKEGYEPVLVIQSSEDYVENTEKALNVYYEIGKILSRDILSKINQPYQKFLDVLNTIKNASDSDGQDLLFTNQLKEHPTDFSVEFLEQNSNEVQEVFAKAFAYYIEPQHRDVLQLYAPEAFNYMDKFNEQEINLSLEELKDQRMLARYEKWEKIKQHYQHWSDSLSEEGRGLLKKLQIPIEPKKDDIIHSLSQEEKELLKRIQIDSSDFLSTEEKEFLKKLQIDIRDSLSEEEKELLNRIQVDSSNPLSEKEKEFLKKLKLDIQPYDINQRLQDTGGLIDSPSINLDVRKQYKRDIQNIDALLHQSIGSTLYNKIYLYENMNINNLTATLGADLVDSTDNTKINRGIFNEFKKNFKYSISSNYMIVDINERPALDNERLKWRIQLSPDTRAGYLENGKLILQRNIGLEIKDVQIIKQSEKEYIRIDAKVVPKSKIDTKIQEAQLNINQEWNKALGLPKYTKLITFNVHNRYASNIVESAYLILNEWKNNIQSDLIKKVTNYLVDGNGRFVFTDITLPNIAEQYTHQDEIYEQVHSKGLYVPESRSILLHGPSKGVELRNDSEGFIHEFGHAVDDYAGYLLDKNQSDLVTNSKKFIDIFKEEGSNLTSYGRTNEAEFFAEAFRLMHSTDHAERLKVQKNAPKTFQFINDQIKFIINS
PfHsp40 rescue = restores yeast growth despite PfHsp40 toxicity; S. cerevisiae expressing PfHsp40, growth rescue, ATP luminescence; growth rescue, % at 12.5 µM; actives 0.68% (n = 340,000); in the data active means growth rescue above about 28%, passing the limit was not always enough; inconclusive means no clear call, values can overlap the other calls;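 further: yeast W303a lacking pdr1 and pdr3 grown in galactose medium; growth measured after three days at 30 °C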
SSB-PriA inh = inhibitors of Klebsiella pneumoniae PriA binding to SSB C-terminal tail. AlphaScreen SSBct-PriA binding, biotinylated peptide. inhibition, % at 33 µM. actives 0.6% (n = 430,000). AID 1272365; in the data active means inhibition mostly above about 37%, no sharp cut-off; inactive means mostly below about 20%;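 further: plate controls were negative control peptide for no effect and reference peptide for full effect; strong numbers were not always called active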
BH1578 lux ind = inducers of Vibrio cholerae quorum light production without autoinducers | V. cholerae BH1578 lux reporter, luminescence, 6 h | activation, % at 18.7 µM | actives 0.16% (n = 350,000) | AID 588436; in the data active means activation mostly above about 9.7%, no sharp cut-off; inconclusive means no clear call, values can overlap the other calls; inactive means mostly below about 3.7%; further: not every result past the cut was called active; inactives centre near 0; reference of the scale not given here
CCHF vOTU inh = blocks the CCHF virus ovarian tumor domain protease; CCHFV vOTU protease, Pep-AMC fluorescence; inhibition, % at 11.5 µM; actives 0.55% (n = 370,000); AID 651958; in the data active means inhibition above about 30%; further: 0% = vehicle wells with enzyme and 100% = no enzyme wells
SARS 3CLpro inh = SARS-CoV 3CLpro protease inhibition. P0C6X7. recombinant SARS-CoV 3CLpro, quenched FRET peptide cleavage. inhibition, % at 6 µM. actives 0.14% (n = 290,000); in the data active means inhibition above about 12%
TcdB inh = TcdB glycohydrolase inhibition. P18177. TcdB glycohydrolase enzymatic assay, plate reader. inhibition, % at 9.99 µM. actives 0.24% (n = 350,000). AID 652162; in the data active means inhibition above about 10%
Yp Topo-I inh = inhibitors of Yersinia pestis topoisomerase I; Y. pestis Topo-I cleavage product accumulation, plate reader; activity, % at 10 µM; actives 0.064% (n = 360,000); AID 504884; in the data active means activity above about 50%, passing the limit was not always enough; inconclusive means no clear call, values can overlap the other calls; further: inactives centre near 2
BoNT A protease = inhibitors of Botulinum neurotoxin A light chain protease. actives 0.17% (n = 360,000). inhibition, % at 10 µM. multiplex microsphere protease substrate cleavage, flow cytometry; further: plate controls were buffer without enzyme for full effect and enzyme alone for no effect
* hit, by the source's call; i = inactive; ? = inconclusive; . = not tested or not shown; & = joins results of further samples. Unless noted, no stated cut-off is given here; in the data, active means inhibition above about 30%; inconclusive means no clear call, values can overlap the other calls; inactive means below that.

SMILES	DUSP3 inh	Anthrax LF prot	PfHsp40 rescue	SSB-PriA inh	BH1578 lux ind	CCHF vOTU inh	SARS 3CLpro inh	TcdB inh	Yp Topo-I inh	BoNT A protease
COCCNC(=O)C1(C)CCCN(C(=O)CCc2ccccc2)C1 (stereo not drawn)	.	-1	.	.	-0.2	-10	.	1.8	4	0.1
CCc1ccc(NC(=O)Cn2c(=O)n(CCC(=O)NC3CCN(Cc4ccccc4)CC3)c(=O)c3ccccc32)cc1	-4	1	-0.2	-10	4.2	21	3	1.6	9	0.0
Cc1ccc(S(=O)(=O)N2CCN(C(=O)CCC(=O)OCC(=O)Nc3cccc(C#N)c3)CC2)cc1	32	-2	0.1	-4	-0.6	-3	-2	.	18	-0.8
CC1(c2ccccc2)CC(C)(C)N2C(=O)/C(=C3\SC(=S)NC3=O)c3cccc1c32 (stereo not drawn)	24	-2	-1.2	10	i	-7	1	.	-4	0.6
NS(=O)(=O)c1ccc(CCNC(=O)CSc2nc3ccsc3c(=O)n2Cc2ccccn2)cc1	.	-2	.	.	i	-6	.	0.5	0	0.1
COc1ccccc1-n1c(-c2ccccc2)c[n+]2c1CCc1ccccc1-2	0&26	0&1	0.4&-1.0	3	-0.3	-21&-15	1&1	-0.5&-0.1	0&9	0.1&0.6
CC1Cc2ccccc2N1C(=O)CN1CCc2ccccc2C1 (stereo not drawn)	26	3	-0.2	22	.	7	4	.	-3	0.3
CC(=O)NS(=O)(=O)c1cccnc1Nc1cccc(Cl)c1	13	-1	1.0	-12	-0.6	11	-6	.	-2	0.4
Cc1ccc(NC(=S)N(Cc2ccc(Br)cc2)Cc2ccc(C(=O)O)cc2)cc1C	7	2	-1.1	6	-0.3	31*	2	0.6	-3	-0.6
CCCCOCCCNC(=O)C[C@@H]1C[C@@]2(C(=O)OC)CCCCC=C2N(Cc2cccc3ccccc23)C1=O	.	-5	.	.	.	14	.	0.8	.	-0.3
Cc1ccccc1-n1nc(C)c2cc(C(=O)N3CCOCC3)sc21	15	-1	-2.7	-27	i	-3	6	.	7	?
COCC(C)(C)COS(N)(=O)=O	17	1	-0.9	-3	i	4	-2	2.1	6	0.2
COC(=O)c1sc(S(=O)(=O)Nc2ccc(Br)cc2)c(C(=O)OC)c1C	16	1	1.2	-2	-0.3	0	8	-0.5	-1	-0.4
O=C(Nc1ccc(S(=O)(=O)Nc2ncccn2)cc1)C1COc2ccccc2O1 (stereo not drawn)	-7	-5	-0.8	-9	i	-5	2	-1.2	4	-0.1
O=C(CCn1cnnn1)N1CCCC(Nc2ccc(F)cc2)C1 (stereo not drawn)	19	1	0.4	-1	i	-8	-7	0.8	-13	-0.9

Part of the list above in order of count of non-hydrogen atoms, lowest first:
SMILES	DUSP3 inh	Anthrax LF prot	PfHsp40 rescue	SSB-PriA inh	BH1578 lux ind	CCHF vOTU inh	SARS 3CLpro inh	TcdB inh	Yp Topo-I inh	BoNT A protease
Cc1ccccc1-n1nc(C)c2cc(C(=O)N3CCOCC3)sc21	15	-1	-2.7	-27	i	-3	6	.	7	?
O=C(Nc1ccc(S(=O)(=O)Nc2ncccn2)cc1)C1COc2ccccc2O1 (stereo not drawn)	-7	-5	-0.8	-9	i	-5	2	-1.2	4	-0.1
CCCCOCCCNC(=O)C[C@@H]1C[C@@]2(C(=O)OC)CCCCC=C2N(Cc2cccc3ccccc23)C1=O	.	-5	.	.	.	14	.	0.8	.	-0.3

Next records follow:
SMILES	DUSP3 inh	Anthrax LF prot	PfHsp40 rescue	SSB-PriA inh	BH1578 lux ind	CCHF vOTU inh	SARS 3CLpro inh	TcdB inh	Yp Topo-I inh	BoNT A protease
COC(=O)COC(=O)c1ccccc1NC(=O)c1ccccc1	8	2	245*	-23	i	14	1	1.3	-8	1.0
COC(=O)CNC(=O)CSc1nc2c(sc(=S)n2-c2ccccc2)c(=O)[nH]1	2	7	-0.6	-5	i	12	-1	-7.0	3	0.0
COc1ccc(NS(=O)(=O)c2ccc(O)c(C(=O)OCC(=O)NC3CCCCC3)c2)cc1	20	-4	1.2	-2	-0.2	-1	1	0.1	8	0.1
CSc1nnc(-c2sc3cc(C(F)(F)F)cnc3c2-c2ccccc2)n1C	28	0	-0.7	-17	i	9	6	.	5	0.9
CCc1nc2c(OCCOc3ccccc3)cccn2c1N(C)C(=O)c1ccc(C)cc1	.	-2	.	.	-0.6	15	.	1.2	32	0.6
O=C1CCCC2=C1C1(CCCCC1)N=C(Nc1nc3ccccc3s1)N2	5	-2	1.7	-5	i	-3	3	.	8	-1.7
O=C(Nc1cccc(NC(=O)c2ccccc2Cl)c1)c1cccs1	-14	-8	3.7	-7	i	-10	1	1.1	-5	-4.0
Cc1ccc(N2CC(NC(=O)C3CC3)CC2=O)cc1 (stereo not drawn)	.	1	-0.6	-1&-15	2.9	0	.	1.2	3	3.8
CC1=NN(C(C#N)c2ccc([N+](=O)[O-])cc2)C(C)(C)C1 (stereo not drawn)	13	.	.	18	.	-2	-6	0.8	.	.
Cc1n[nH]c(=S)n1-c1ccccc1	-19	-5	-1.3	-18	-0.4	26	3	-5.5	-6	0.0
Cc1nc2ccc([N+](=O)[O-])cc2c(=O)n1Cc1cccc(Br)c1	16	3	0.4	-4	-0.3	-3	2	0.4	-5	0.6
O=C(Nc1cccc(F)c1)c1ccccc1	-3	-3	-0.6	-21	-1.7	-21	-3	.	-1	1.9
CCOC(=O)C1(C)CCCN(C(=O)c2cccc3ccccc23)C1 (stereo not drawn)	.	3	.	.	i	-6	.	-0.7	4	-0.1
Cc1ccc(-c2nnc(SCC(=O)N/N=C/c3ccccc3C(=O)O)n2-c2ccc(Cl)cc2)cc1	9	-6	-1.9	i	i	6	0	0.4	-7	0.3
CCn1c(=O)c(C(=O)CN2c3ccccc3CC2C)c(N)n(Cc2ccccc2)c1=O (stereo not drawn)	18	-2	-0.1	39*	-0.2	-11	1	0.6	?	19
COC(=O)[C@@]1(Sc2ccc(C)cc2)CC(=O)N[C@@H]1c1ccc(Br)cc1	.	-6	.	.	.	18	.	0.4	.	1.4
CCCCCCC(=O)N/N=C/c1ccc(Br)cc1	-8	-1	5.1	.	-0.3	4	1	.	35	-0.4
COc1ccc(N2CCN(C(=O)c3ccc(CNS(=O)(=O)c4cccc(OC)c4)cc3)CC2)cc1	-2	4	2.1	11	-0.6	14	0	0.8	38	0.4
Cc1ccc(NC(=O)CCSCCc2ccccn2)cc1	21	-1	-0.5	-4	-0.3	-11	2	1.5	4	2.2
CN(C)Cc1nnnn1-c1cccc(-n2nnnc2CN(C)C)c1	-15	-9	-0.4	-4	0.5	-13	3	2.0	19	-0.8
Cn1cnc2cc(NC(=O)c3cccs3)ccc21	11	-5	-1.0	-9	1.2	-1	0	1.3	-5	-0.1
Nc1ccc(S(=O)(=O)Nc2ccc(C(=O)c3ccccc3)cc2)cc1	35	13	1.7	1	i	-2	2	2.2	-9	-0.9
CCN1CCN(C(=O)C2CCCN(S(=O)(=O)c3cc(Cl)ccc3Cl)C2)CC1 (stereo not drawn)	20	-3	-0.2	-1	i	8	1	0.1	11	9.6
COc1cccc(-c2sc3ccccc3c2-c2ccc(OCCN3CCCCC3)cc2)c1	.	-6	21	-11	-8.1	.	.	.	1	-0.3
COc1cc(C2c3sc(=O)[nH]c3SC3C4CCC(C4)C23)ccc1O (stereo not drawn)	24	-5	0.8	5	-0.3	-8	4	1.4	-7	-1.3
O=C(Nc1ccccc1N1CCN(c2ccccc2)CC1)c1ccccc1F	36	0	1.6	-10	i	-9	1	-0.1	40	-0.7
O=C(NCC(=O)N(Cc1ccco1)C(C(=O)NC1CCCCC1)c1cccnc1)c1ccco1 (stereo not drawn)	7	4	0.4	2	i	4	2	.	3	0.6
COc1ccc(OCC(O)CN2CCCCC2)cc1 (stereo not drawn)	5	10	1.6	-1	-0.4	15	-6	3.0	7	0.6
CCOCCOC(=O)c1[nH]c2c(c1C)C(=O)CC(c1ccc(N(C)C)cc1)C2 (stereo not drawn)	7	-12	-0.4	5	-0.4	0	-4	0.2	3	-1.4
Cc1ccc(S(=O)(=O)Nc2ccc(Cl)cc2)cc1NC(=O)Cn1cnc2c1c(=O)n(C)c(=O)n2C	0	2	2.1	-13	i	-4	6	.	4	-0.7
CCC(=O)N1CCN(c2ccc(OC)cc2[N+](=O)[O-])CC1	-7	1	1.0	-7	-0.4	-1	0	.	-3	-0.9
C#CCOCCOCCOCCNc1nc(N2CCN(C(=O)[C@H]([C@@H](C)CC)n3cc([C@@H](N)CO)nn3)CC2)nc(N2CCN(C(=O)[C@H](Cc3ccc(O)cc3)n3cc([C@@H](N)C(C)CC)nn3)CC2)n1 (stereo partly drawn)	12	-11	0.4	0	-1.0	.	-6	.	-13	0.2
O=[N+]([O-])c1ccc(C(=Nc2cccc3ccccc23)N2CCOCC2)cc1	16	-4	0.3	48*	i	-6	-3	.	5	-1.9
O=C(COc1cccnc1[N+](=O)[O-])Nc1ccccc1Sc1ccccc1	-17	-4	0.7	3	i	6	4	0.5	12	-0.4
N#Cc1ccc(C(=O)OCCCc2cc3ccccc3c(=O)o2)cc1	.	-3	1.7	0	i	4	.	-2.5	3	0.0
COCCN(CC(=O)Nc1ccc(F)cc1)S(=O)(=O)c1ccc(S(=O)(=O)N2CCCC2)cc1	22	0	1.5	-7	4.6	8	4	.	-6	0.1
Cc1cc(C)c2c(N)c(C(=O)Nc3ncc(C)s3)sc2n1	0	-1	-0.2	-3	-0.7	-25	-12	.	1	2.2
C/C(CC(=O)Nc1ccc2c(c1)OCCO2)=N\NC(=O)C(=O)Nc1ccccc1C	19	0	-1.7	.	-0.2	0	0	0.3	-9	0.4
Cc1ccc(C(=O)OCC(=O)N2C(C)CCCC2C)cc1S(=O)(=O)N1CCOCC1 (stereo not drawn)	.	-6	2.5	6	-0.4	10	.	8.4	15	2.9
Cc1ccccc1CSCC(=O)c1c(N)n(CC(C)C)c(=O)n(C)c1=O	11	0	0.2	7	-0.6	18	-1	.	7	0.2
CCc1ccc(Cc2cnc(NC(=O)C3=NCCN3)s2)cc1	-6	-1	0.0	-10	i	2	-2	0.9	-9	-0.4
COc1ccccc1NS(=O)(=O)c1cc(NC(=O)c2ccc(Cl)nc2)ccc1N1CCCC1	.	2	-1.0	4	i	.	.	.	-7	-0.2
CC1=C(C(=O)N2CCOCC2)CC(CC(=O)NCCc2ccccn2)C(=O)N1CCCN1CCCC1=O (stereo not drawn)	.	4	.	.	.	-2	.	0.4	.	-0.4
COc1cccc2c(=O)n(CC(=O)N3CCCCC3)ccc12	15	-6	0.1	-7	-0.3	12	0	-8.8	3	-1.0
COc1ccc(/C=C2\SC(=N)N(c3nccs3)C2=O)cc1OC	-1	-1	-0.3	5	-0.2	8	-2	-0.1	4	-0.2

Compound profiles, from the list above:
`O=C(COc1cccnc1[N+](=O)[O-])Nc1ccccc1Sc1ccccc1` reads DUSP3 inh: -17; Anthrax LF prot: -4; PfHsp40 rescue: 0.7; SSB-PriA inh: 3; BH1578 lux ind: i; CCHF vOTU inh: 6; SARS 3CLpro inh: 4; TcdB inh: 0.5; Yp Topo-I inh: 12; BoNT A protease: -0.4
`Cc1ccc(S(=O)(=O)N2CCN(C(=O)CCC(=O)OCC(=O)Nc3cccc(C#N)c3)CC2)cc1` reads DUSP3 inh: 32; Anthrax LF prot: -2; PfHsp40 rescue: 0.1; SSB-PriA inh: -4; BH1578 lux ind: -0.6; CCHF vOTU inh: -3; SARS 3CLpro inh: -2; TcdB inh: .; Yp Topo-I inh: 18; BoNT A protease: -0.8
`CSc1nnc(-c2sc3cc(C(F)(F)F)cnc3c2-c2ccccc2)n1C` reads DUSP3 inh: 28; Anthrax LF prot: 0; PfHsp40 rescue: -0.7; SSB-PriA inh: -17; BH1578 lux ind: i; CCHF vOTU inh: 9; SARS 3CLpro inh: 6; TcdB inh: .; Yp Topo-I inh: 5; BoNT A protease: 0.9

From PubChem

This is a subset; count on the stated rates, not on these rows.
